Compound activity: PubChem BioAssay, several laboratories
DTT redox prof – compounds producing H2O2 with reducing agent – biochemical, NIH compound library profiling, artefact control for MLSCN library redox annotation, primary screen; DTT-dependent redox cycling H2O2, phenol red/HRP absorbance; 100% = 100 µM peroxide control, 0% = buffer; activation, % at 10 µM; 200,000 compounds, 0.03% hits; AID 878;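 active = activation of at least 50% relative to the plate's high and low controls in the primary single-dose screen; inactive = activation below 50%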;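 note: compound incubated with DTT at 0.8 mM final as the reducing agent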
S1P3 antag – antagonists of human S1P3 receptor | CHO S1P3 NFAT-BLA reporter, FRET fluorescence, antagonist mode | inhibition, % at 4.98 µM | 170,000 compounds, 0.27% hits | AID 485;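 active = inhibition above the plate cutoff, the mean inhibition of test wells on that plate plus 3 SD, cut at about 28% in these data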;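 note: cells challenged with S1P at its EC80 of 0.8 µM; blue over green emission ratio from cleaved BLA substrate after 4 h stimulation; 0% = S1P-stimulated wells and 100% = unstimulated DMSO-only wells; some compounds past the cut are filed as inactive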
Target sequence (Q99500 whole entry, looked up): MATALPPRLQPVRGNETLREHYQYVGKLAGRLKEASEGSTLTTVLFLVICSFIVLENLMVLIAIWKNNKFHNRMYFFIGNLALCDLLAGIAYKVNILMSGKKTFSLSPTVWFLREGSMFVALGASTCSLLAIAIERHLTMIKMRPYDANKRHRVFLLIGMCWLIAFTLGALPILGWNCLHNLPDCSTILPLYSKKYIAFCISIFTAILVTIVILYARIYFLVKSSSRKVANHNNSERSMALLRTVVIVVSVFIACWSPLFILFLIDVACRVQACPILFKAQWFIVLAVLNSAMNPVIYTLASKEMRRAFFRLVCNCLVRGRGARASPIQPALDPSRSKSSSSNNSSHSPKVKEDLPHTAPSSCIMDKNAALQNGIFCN
PPARg SRC-2 ag – PPARgamma-driven SRC-2 recruitment agonism. P37231. PPARgamma LBD-SRC-2 recruitment, biochemical. activation, % at 8 µM. 200,000 compounds, 0.34% hits. AID 1032; in the data active = activation above about 22%;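 note: 0% = vehicle and 100% = reference agonist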
Target sequence (P37231 whole entry, looked up, the tested form may be a part): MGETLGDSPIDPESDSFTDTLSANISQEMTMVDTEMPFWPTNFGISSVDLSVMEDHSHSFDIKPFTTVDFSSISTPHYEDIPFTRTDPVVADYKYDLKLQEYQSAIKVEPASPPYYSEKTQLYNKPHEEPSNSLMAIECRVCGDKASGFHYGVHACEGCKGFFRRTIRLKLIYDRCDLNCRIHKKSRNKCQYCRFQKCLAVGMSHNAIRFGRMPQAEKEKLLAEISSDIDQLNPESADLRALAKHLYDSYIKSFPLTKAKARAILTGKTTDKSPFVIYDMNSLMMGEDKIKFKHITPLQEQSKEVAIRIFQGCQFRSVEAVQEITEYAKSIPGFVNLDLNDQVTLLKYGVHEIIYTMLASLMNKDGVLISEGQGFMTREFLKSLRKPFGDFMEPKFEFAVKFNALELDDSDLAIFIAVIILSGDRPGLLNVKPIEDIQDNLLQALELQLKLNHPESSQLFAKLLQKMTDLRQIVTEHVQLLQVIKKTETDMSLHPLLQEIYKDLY
PPARg SRC-1 ag – agonists of human PPARgamma SRC-1 coactivator recruitment; P37231; PPARgamma-SRC-1 coactivator recruitment biochemical assay; activation, % at 8 µM; 200,000 compounds, 0.41% hits; AID 631; in the data active = activation above about 19%;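 note: 0% = DMSO and 100% = reference agonist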
bIAP inhibitor – blocks bovine intestinal alkaline phosphatase activity; purified bovine IAP, CDP-star luminescence, 30 min; AID 1019; 190,000 tested, under 10 active; inhibition, % at 20 µM;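 active = over 50% inhibition of intestinal alkaline phosphatase at 20 µM in the single-dose screen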
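Assay system – bovine IAP enzyme · Quantity – bovine IAP at 1/65,000,000 final dilution · Detection – CDP-star luminescence signal · Times – 30 min reaction at room temperature · Also added – CDP-star substrate at 30 µM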
TLR4 MyD88 comp – blocks binding of human TLR4 to MyD88. inhibition, % at 8.4 µM. 200,000 compounds, 0.18% hits. O00206+Q99836. AID 861. HeLa CL3-4 TLR4/MyD88 BLA complementation, FRET ratio; in the data active = inhibition above about 25%;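 note: 0% = vehicle and 100% = reference inhibitor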
Lmaj promast – inhibitors of Leishmania major promastigote growth; 200,000 compounds, 9% hits; Leishmania major promastigotes, resazurin fluorescence viability; AID 1063; inhibition, % at 10 µM; in the data active = inhibition above about 50%;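 note: promastigotes grown with compound for 44 hours at 28 °C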
SRC2 TRFRET art – flags TR-FRET format artefacts in PPARgamma SRC-2 recruitment agonist screen. TR-FRET ratio at 8 µM. 200,000 compounds, 0.4% hits. TR-FRET artefact counter-screen; active compounds read high; in the data active = TR-FRET ratio above about 2000; note: inactives centre near 1500; reference of the scale not given here
ROMK mod – modulators of human ROMK potassium channel; P48048; Tet-inducible ROMK, thallium flux fluorescence; actives lie on both sides; B-score at 10 µM; 130,000 compounds, 2% hits; AID 1918;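 active = signal ratio slope over the read window, or its plate-corrected B-score, at least 3 SD from the plate mean, either direction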;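 note: B-score of the F/F0 ratio slope over 7 to 12 s after thallium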
PPARg SRC3 recr – agonists of human PPARgamma SRC-3 coactivator recruitment. activation, % at 8 µM. 200,000 compounds, 0.26% hits. P37231. AID 731. biochemical PPARgamma/SRC-3 coactivator recruitment assay; in the data active = activation above about 23%;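 note: 0% = DMSO and 100% = reference agonist; some compounds past the cut are filed as inactive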
bIAP activator – intestinal alkaline phosphatase (bovine) activation; purified bovine IAP, CDP-star luminescence, 30 min; active compounds read high; fold of DMSO-control signal, blank-subtracted; AID 1016; 200,000 compounds, 0.17% hits; activation factor at 20 µM;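 active = activation factor of 2 or more at 20 µM, a signal rise over negative controls twice the positive control's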
* = called active by the depositor; x = no result given. Hits appear at their usual frequency (roughly 11% active in at least one column).

SMILES	DTT redox prof	S1P3 antag	PPARg SRC-2 ag	PPARg SRC-1 ag	bIAP inhibitor	TLR4 MyD88 comp	Lmaj promast	SRC2 TRFRET art	ROMK mod	PPARg SRC3 recr	bIAP activator
COc1ccc(OC)c(NC(=O)C2=C(C)Nc3ncnn3C2c2cccs2)c1 (stereo not drawn)	-3.0	-8	7	7	4	11	0	1635	x	0	1
COc1ccccc1NC(=O)Cc1noc(CSc2cccc[n+]2[O-])n1	1.6	x	7	1	6	13	-3	1529	-0.25	1	0.9
Cc1nonc1CN(C)C(=O)CC1C(=O)NCCN1Cc1c(F)cccc1Cl (stereo not drawn)	-0.6	-11	-3	-3	4	13	6	1543	0.6	-4	1
COc1cc(NC(=O)COC(=O)Cc2ccc(-c3ccccc3)cc2)cc(OC)c1	0.0	-12	-2	0	-15	3	26	1708	-0.078	1	1.2
CCc1cc(SC#N)cc(CC)c1NC(=O)CCl	0.7	-7	-9	-7	12	6	20	1402	-3.6*	-5	0.9
CC1C(Br)C(=O)NC(=O)N1Cc1ccccc1 (stereo not drawn)	0.5	-13	2	21*	1	10	2	1461	-1.2	2	1
COC(=O)C1=C(C)Nc2c(c(=O)n(C)c(=O)n2C)C1c1cccnc1 (stereo not drawn)	0.7	x	1	-4	1	10	1	1559	0.64	-2	1
COc1ccccc1/C=C(/C(=O)OCC(=O)Nc1ccc(N(C)C)cc1)c1ccccc1	0.1	1	-6	2	12	0	47	1289	-0.26	0	0.9
NCCCC[C@@H]1NC(=O)[C@H](CCC(=O)O)NC(=O)c2cc([N+](=O)[O-])cc(I)c2SC[C@@H](C(=O)NCC(N)=O)NC1=O	1.0	-18	-1	4	-24	-5	-8	1502	0.36	-2	1.2
Cc1ccc(-c2noc(CCC(=O)NCC3CCN(Cc4cccc(C)c4)CC3)n2)cc1	38	-4	5	-10	-7	-5	14	1551	x	1	1.1
CC(=O)n1cc([C@@H]2C=C(C(=O)N3CCOCC3)O[C@H](OCc3ccc(CO)cc3)C2)c2ccccc21	0.8	4	-3	3	-21	5	23	1237	x	-6	1.2
CCn1c(SCC(=O)N2CCCC(C)C2)nnc1-c1ccc(S(=O)(=O)N2CCN(C)CC2)cc1 (stereo not drawn)	-0.2	x	8	7	-1	-21	-3	1485	0.18	3	1
COc1ccc(NC(=O)Cn2nnc(C(=O)NCCc3ccc(OC)c(OC)c3)c2N)c(OC)c1	-0.8	-8	2	3	1	-21	-6	1588	-0.48	2	1
CCOC(=O)c1c(C)n(C)c2ccc(OCC(O)CN3CCCCCC3)cc12 (stereo not drawn)	-2.0	7	0	4	-5	-10	98*	1614	x	4	1.1
CN(C)C(CNC(=O)Nc1cccc(Cl)c1)c1cccnc1 (stereo not drawn)	1.0	-14	0	3	1	-5	0	1496	x	1	1
Cc1nc2cc(Cl)ccc2n1CCO	2.5	0	6	-2	5	-5	-4	1503	x	9	1
C/C(N)=C(/C#N)C(=O)CSc1nnc(NC(C)C)s1	-0.4	13	5	7	9	0	-2	1525	0.11	4	0.9
O=C(Nc1ncc(Cc2ccccc2Cl)s1)c1ccc(-c2cccc([N+](=O)[O-])c2)o1	1.0	-7	1	4	-1	-10	92*	1558	0.83	3	1
CCOC(=O)C1(C(F)(F)F)N=C(C(F)(F)F)Nc2cc(C)c(C)cc21 (stereo not drawn)	0.1	7	5	3	6	-1	6	1695	0.48	-5	0.9
C=CCNC(=O)/C(=C/c1cccc([N+](=O)[O-])c1)NC(=O)c1ccccc1	-0.2	-8	4	3	-4	-3	-3	1493	-0.76	7	1
COC(=O)c1ccc(C2c3c(n[nH]c3C)C(=O)N2c2ccc(C)cc2)cc1 (stereo not drawn)	-0.5	-18	5	5	-53	-12	12	1528	x	9	1.5
Cc1c(C(=O)O)sc2nc(C)n(C)c(=O)c12	1.1	6	-3	7	-6	-2	-4	1574	0.1	0	1.1
Fc1ccc2c(c1)C(c1cccnc1)=NNC(c1cccs1)=N2	-0.1	6	12	-2	3	-8	-4	1671	1.9	3	1
O=c1c2ccccc2ncn1-c1ccccc1C(F)(F)F	-0.2	-20	13	1	5	-2	-8	1320	-0.43	7	1
O=C(CSc1nnc(SCc2ccccc2)s1)N/N=C/C=C/c1ccco1	0.8	-11	1	6	-6	-9	-5	1446	x	2	1.1
Remaining list, next part.
SMILES	DTT redox prof	S1P3 antag	PPARg SRC-2 ag	PPARg SRC-1 ag	bIAP inhibitor	TLR4 MyD88 comp	Lmaj promast	SRC2 TRFRET art	ROMK mod	PPARg SRC3 recr	bIAP activator
COc1ccc(NC(=O)CN(C)CC(=O)Nc2ccc(N3CCOCC3)cc2)c([N+](=O)[O-])c1	-0.2	-6	-8	9	-11	-3	4	1479	-0.14	3	1.1
CC(C)(C)OC(=O)N1CCC[C@H]1c1nnc(SC/C=C/c2ccccc2)o1	3.4	-49	3	9	-9	-23	21	1527	x	-7	1.1
COc1cc(C(C)=O)ccc1OCCN1CCC(Cc2ccccc2)CC1	-0.1	-10	-9	3	-4	-3	90*	1515	-0.61	3	1
COc1cccc(OC)c1OCCNC(C)(C)C	-7.7	x	-10	2	2	5	-3	1627	0.37	4	1
N/C(=N\OC(=O)c1cccc([N+](=O)[O-])c1)c1ccccn1	-0.6	6	3	5	-17	10	-4	1462	-0.8	-4	1.2
O=C(Cc1cccs1)NC1CCCC1	0.0	-9	-1	2	-15	-4	-6	1378	0.13	4	1.1
CCn1c(SCC(=O)N2CCCc3ccccc32)nc2c1c(=O)n(C)c(=O)n2C	0.1	-7	3	3	3	-14	-6	1621	x	7	1
Cc1ccc2nc(-c3cccnc3)c(Nc3ccccc3C)n2c1	-0.1	-2	12	4	-8	-11	24	1496	0.015	-2	1.1
O=C1CCC(=O)N1CCCCCc1nc(-c2ccccc2)no1	0.7	12	15	-2	10	5	-5	1545	0.017	-5	0.9
O=C(CCC1CCCC1)N1CCN(C(=O)c2cccnc2)CC1	-0.2	-12	5	2	-7	5	-3	1503	0.49	4	1.1
COCCn1c(N)c(N(Cc2ccccc2)C(=O)C2CCCCC2)c(=O)[nH]c1=O	-1.6	4	-1	4	-12	11	-6	1384	-0.55	4	1.1
NC(=O)C1CCN(c2ccc(C(F)(F)F)cn2)CC1	-0.5	-18	7	4	-11	3	-6	1506	0.79	-5	1.1
CCSc1nnc(NC(=O)c2cc(C)nc3ccccc23)s1	1.9	x	14	6	4	3	-8	1696	x	12	1
COC(=O)CN(c1ccccc1F)S(=O)(=O)c1ccccc1	-2.5	1	8	5	2	8	-7	1713	x	4	1
CCN(CC1COc2ccccc2O1)C(=S)NCCCN(C)C (stereo not drawn)	-2.1	-10	-4	-1	-23	-6	25	1297	-0.55	3	1.2
COc1cccc(C(=O)c2c[nH]c(C(=O)NCc3cccnc3)c2)c1	-2.1	-6	11	0	-12	8	1	1490	-1	-1	1.1
Cc1nc(SCC(=O)N2CCN(c3ccccc3)CC2)c2oc3ccccc3c2n1	-0.3	22	8	7	0	11	-3	1636	-2.8	2	1
O=c1[nH]c2ccc(S(=O)(=O)NCc3ccccc3)cc2[nH]1	-1.6	-9	1	-4	-1	3	-4	1474	-0.4	-1	1
O=C(Nc1ccc2nc(SCc3ccc(Cl)cc3)sc2c1)c1ccccc1C(=O)N1CCOCC1	-6.2	x	9	4	2	-1	2	1546	x	10	1
O=C(c1ccco1)N1CCN(/C(=N/S(=O)(=O)c2cccs2)c2ccccc2Cl)CC1	1.0	-2	8	3	-2	0	2	1689	x	0	1
COc1cccc(N2CC(C(=O)Nc3nnc(SCc4cccnc4)s3)CC2=O)c1 (stereo not drawn)	0.1	-8	6	6	18	-12	-6	1660	0.48	3	0.8
Cc1ccc(Nc2nc3ccccc3s2)c(C)c1	0.1	-12	-8	-2	4	13	1	1441	-0.053	6	1
COc1nnc(-c2ccc(N3CCOCC3)c(NC(=O)c3ccccc3)c2)c2ccccc12	0.1	x	4	1	1	2	22	1590	-0.55	0	1
Cc1oc(-c2cccc(Cl)c2)nc1CSc1nc2c(c(=O)[nH]1)CCC2	-0.3	-21	8	-2	-1	-5	-7	1665	-0.87	0	1
CCN(C(=O)COC(=O)c1cc(-c2cccc3ccccc23)nc2ccccc12)C1CCS(=O)(=O)C1 (stereo not drawn)	-0.8	-7	22*	11	-14	2	-1	1710	-0.65	10	1.1
CCOc1ccc(C2CC(c3ccccc3C)n3ncnc3N2)cc1 (stereo not drawn)	-0.8	-12	-11	-2	-1	6	36	1493	x	-3	1
COc1ccccc1C(=O)Nc1nc2nc(-c3ccccc3)cc(=O)n2[nH]1	-0.9	x	0	6	13	8	-5	1534	x	3	0.9
CCC(=O)Nc1c(C(=O)Nc2cccc(OC)c2)oc2ccccc12	-0.5	21	-5	1	3	-3	6	1345	-0.24	-3	1
COC(=O)c1cc(=O)cc(C(=O)OC)o1	-0.4	x	-2	3	5	9	-5	1623	x	4	0.9
Cc1cc(C)nc(Nc2ncc(O)n2-c2ccc(Br)cc2)n1	-1.1	7	2	13	-15	14	3	1659	-0.24	6	1.1

12 structures out of the list, ordered by formula weight, largest number first:
SMILES	DTT redox prof	S1P3 antag	PPARg SRC-2 ag	PPARg SRC-1 ag	bIAP inhibitor	TLR4 MyD88 comp	Lmaj promast	SRC2 TRFRET art	ROMK mod	PPARg SRC3 recr	bIAP activator
NCCCC[C@@H]1NC(=O)[C@H](CCC(=O)O)NC(=O)c2cc([N+](=O)[O-])cc(I)c2SC[C@@H](C(=O)NCC(N)=O)NC1=O	1.0	-18	-1	4	-24	-5	-8	1502	0.36	-2	1.2
CCn1c(SCC(=O)N2CCCC(C)C2)nnc1-c1ccc(S(=O)(=O)N2CCN(C)CC2)cc1 (stereo not drawn)	-0.2	x	8	7	-1	-21	-3	1485	0.18	3	1
CC(=O)n1cc([C@@H]2C=C(C(=O)N3CCOCC3)O[C@H](OCc3ccc(CO)cc3)C2)c2ccccc21	0.8	4	-3	3	-21	5	23	1237	x	-6	1.2
COc1cccc(N2CC(C(=O)Nc3nnc(SCc4cccnc4)s3)CC2=O)c1 (stereo not drawn)	0.1	-8	6	6	18	-12	-6	1660	0.48	3	0.8
COc1nnc(-c2ccc(N3CCOCC3)c(NC(=O)c3ccccc3)c2)c2ccccc12	0.1	x	4	1	1	2	22	1590	-0.55	0	1
COc1ccccc1/C=C(/C(=O)OCC(=O)Nc1ccc(N(C)C)cc1)c1ccccc1	0.1	1	-6	2	12	0	47	1289	-0.26	0	0.9
Cc1nc(SCC(=O)N2CCN(c3ccccc3)CC2)c2oc3ccccc3c2n1	-0.3	22	8	7	0	11	-3	1636	-2.8	2	1
COc1ccc(OC)c(NC(=O)C2=C(C)Nc3ncnn3C2c2cccs2)c1 (stereo not drawn)	-3.0	-8	7	7	4	11	0	1635	x	0	1
CCOC(=O)c1c(C)n(C)c2ccc(OCC(O)CN3CCCCCC3)cc12 (stereo not drawn)	-2.0	7	0	4	-5	-10	98*	1614	x	4	1.1
COC(=O)C1=C(C)Nc2c(c(=O)n(C)c(=O)n2C)C1c1cccnc1 (stereo not drawn)	0.7	x	1	-4	1	10	1	1559	0.64	-2	1
COc1cccc(C(=O)c2c[nH]c(C(=O)NCc3cccnc3)c2)c1	-2.1	-6	11	0	-12	8	1	1490	-1	-1	1.1
C/C(N)=C(/C#N)C(=O)CSc1nnc(NC(C)C)s1	-0.4	13	5	7	9	0	-2	1525	0.11	4	0.9
